Screening results from PubChem.
DT40 TDP1 no CPT: qHTS for Inhibitors of human tyrosyl-DNA phosphodiesterase 1 (TDP1): qHTS in cells in absence of CPT. DT40 Tdp1-/- hTDP1 cells, no CPT, ATP luminescence, 48 h. Potency, µM (highest dose often 46.2 µM), for the others: top-dose activity change, negative = growth inhibition, actives largely listed as inhibitors. 15% of 420,000 active. AID 686978, 2013; also: nearly all actives have a fitted effect of over 55% in size
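Chicken DT40 Tdp1-/- cells stably complemented with human TDP1 were seeded at 400 cells/well with DMSO in place of 20 nM camptothecin. After compound pinning, cells grew at least 48 hr at 37 °C; viability read by CellTiter-Glo luminescence.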
DT40 TDP1 CPT: qHTS for Inhibitors of human tyrosyl-DNA phosphodiesterase 1 (TDP1): qHTS in cells in presence of CPT. Potency, µM (doses to about 46.2 µM), without a hit: top-dose activity change, negative = growth inhibition, most hits filed as inhibitors. 12% of 420,000 active. chicken DT40 Tdp1-/-;hTDP1 cells + 20 nM CPT, ATP luminescence, 48 h. AID 686979, 2013; also: nearly all actives have a fitted effect of over 55% in size
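Chicken DT40 Tdp1-/- cells complemented with human TDP1, 400 cells/well, exposed to compounds plus 20 nM camptothecin for at least 48 h at 37 C; viability read as ATP content by CellTiter-Glo luminescence.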
TDP1 inh: qHTS Assay for Inhibitors of Tyrosyl-DNA Phosphodiesterase (TDP1); Tyrosyl-DNA phosphodiesterase 1 (Homo sapiens), Q9NUW8; Potency, µM (highest dose often 130 µM), without a hit: at the highest dose activity change, negative = inhibition, usual class: inhibitors; 0.28% of 350,000 active; AID 485290, 2010; recombinant TDP1, AlphaScreen DNA substrate cleavage; also: nearly all actives have a fitted effect of over 40% in size
Target sequence (Q9NUW8 whole entry, looked up): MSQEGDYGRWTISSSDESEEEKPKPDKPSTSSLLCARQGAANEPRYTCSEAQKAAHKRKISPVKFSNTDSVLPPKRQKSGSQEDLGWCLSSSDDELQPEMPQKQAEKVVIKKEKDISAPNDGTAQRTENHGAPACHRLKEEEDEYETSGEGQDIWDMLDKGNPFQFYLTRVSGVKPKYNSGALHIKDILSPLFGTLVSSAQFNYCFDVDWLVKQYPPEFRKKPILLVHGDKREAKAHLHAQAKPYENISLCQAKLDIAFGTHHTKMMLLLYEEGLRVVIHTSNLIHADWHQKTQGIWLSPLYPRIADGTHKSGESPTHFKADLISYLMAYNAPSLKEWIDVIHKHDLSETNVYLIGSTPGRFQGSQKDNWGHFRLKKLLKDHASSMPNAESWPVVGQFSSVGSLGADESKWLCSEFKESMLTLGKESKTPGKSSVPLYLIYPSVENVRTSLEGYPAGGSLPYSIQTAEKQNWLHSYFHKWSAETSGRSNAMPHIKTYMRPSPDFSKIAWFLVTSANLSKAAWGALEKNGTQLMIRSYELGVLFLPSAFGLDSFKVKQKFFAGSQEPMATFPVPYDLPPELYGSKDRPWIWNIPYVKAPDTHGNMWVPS
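Recombinant human Tdp1 (E. coli-expressed, 1 nM final) preincubated with compounds 15 min at room temperature, then 5'-biotin/3'-phosphotyrosine-FITC DNA substrate (15 nM final) added for 5 min. AlphaScreen beads (10 ug/ml final) added 10 min; cleavage lowers signal.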
Numbers without * were called inactive; ? = inconclusive; . = not tested or not shown; & = joins results of further samples; [ ] = another dose, or the depositor's remark. Calls follow the shape of the dose curve; as a rule, active = well fitted curve in the direction sought with a large enough effect; inconclusive = small, poorly fitted or top-dose-only effect, or another doubt; inactive = no such curve, though single readings can be large; an effect the other way counts as inactive or inconclusive. % is scaled to controls: 0 for no effect and ±100 for the full control effect; potency is read from the fitted curve at half-maximal effect.

SMILES | DT40 TDP1 no CPT | DT40 TDP1 CPT | TDP1 inh
CC(C)C(=O)N1CCC1(C)C(=O)Nc1ccc2cn[nH]c2c1 (configuration not stated) | -2% | -9% | .
CN(C)CCCCCNCCCNC(=O)/C=N\O | -9% | -2% | 6%
Cc1nccc(-c2cccc(NC(=O)c3ccccc3Cl)c2)n1 | -8% | -1% | 5%
Cc1cc(C)nc(NCC(O)COc2ccccc2C)n1 (configuration not stated) | -25% | ? | 0%
COc1ccc(CNC(=O)CCS(=O)(=O)Cc2ccc(C)cc2)c(OC)c1 | -13% | -5% | -3%
CC(C)c1cccc(-c2csc(C(O)c3cccc(Cl)c3)n2)c1 (configuration not stated) | 21µM* | 23µM* | .
Cc1ccc(S(=O)(=O)CCC(=O)N2CCN(c3ccc([N+](=O)[O-])cc3)CC2)cc1 | 10µM* | 18µM* | 5%
CCC(=O)N1c2ccccc2CC1C(=O)NCCc1ccc(Cl)cc1 (configuration not stated) | -13% | -27% | 4%
Cc1ccc(CCNC(=O)c2c3c(nc4ccccc24)C(=O)N(C2CCCCC2)C3)cc1 | 10µM* | 21µM* | 6%
CC(=O)Nc1ccc(SCCCC(=O)c2ccccc2)cc1 | -27% | ? | 6%
CCOc1nc2ccccc2cc1/C=C/C(=O)O | -15% | -16% | 4%
COc1ccc(Cc2nc3ccc(C(=O)NCCCN4CCN(C)CC4)cc3o2)cc1 | ? | ? | -2%
CC(=O)OCCOCn1cnn2c(=O)c(Br)c(C)nc12 | 8% | 1% | 3%
CCOCCCNc1ncnc2onc(C)c12 | ? | -18% | 4%
Cn1c(CNC(=O)c2ccccc2F)cc2ccccc21 | -15% | -15% | 4%

5 entries drawn at random from the list so far:
SMILES | DT40 TDP1 no CPT | DT40 TDP1 CPT | TDP1 inh
CC(=O)OCCOCn1cnn2c(=O)c(Br)c(C)nc12 | 8% | 1% | 3%
Cc1cc(C)nc(NCC(O)COc2ccccc2C)n1 (configuration not stated) | -25% | ? | 0%
CCOCCCNc1ncnc2onc(C)c12 | ? | -18% | 4%
CC(C)c1cccc(-c2csc(C(O)c3cccc(Cl)c3)n2)c1 (configuration not stated) | 21µM* | 23µM* | .
CC(=O)Nc1ccc(SCCCC(=O)c2ccccc2)cc1 | -27% | ? | 6%

New compounds follow:
SMILES | DT40 TDP1 no CPT | DT40 TDP1 CPT | TDP1 inh
COc1ccccc1CNC(=O)CSc1nc2c(oc3ccccc32)c(=O)n1CC1CCCO1 (configuration not stated) | ? | ? | -5%
Cc1onc(-c2ccccc2)c1C(=O)NCCc1ccncc1 | 12% | -6% | 5%
Cc1ccc(NC(=O)COC(=O)c2cccnc2)cc1 | 0% | -3% | 3%
O=C(CN1CCCCCC1)Nc1c(Cl)cc(Cl)cc1Cl | -7% | -25% | .
COc1cccc(Oc2ccc(C(F)(F)F)cc2N)c1 | -7% | -26% | -1%
Cc1cccc(NC(=O)CN2C(=O)NC3(CCCCCCC3)C2=O)c1C | ? | ? | 1%
C=C(C)c1cccc(C(C)(C)NC(=O)Nc2ccccc2OCC)c1 | ? | ? | 6%
Cc1cc(-c2ccc(N=Nc3ccc4c(S(=O)(=O)O)cc(S(=O)(=O)O)c(N)c4c3O)c(C)c2)ccc1N=Nc1ccc2c(S(=O)(=O)O)cc(S(=O)(=O)O)c(N)c2c1O | 12µM* | 7.5µM* | 24%[56.1 µM]
Cc1ccc(NC(=S)NC(NC(=O)c2ccccc2C)C(Cl)(Cl)Cl)c(C)c1 (configuration not stated) | ? | ? | -8%
COc1ccc(CNc2nc3nc(C)c(Cl)c(C)n3n2)cc1 | -12% | -5% | -1%
CCOC(=O)c1c(O)c2ccccc2n(CC)c1=O | 4% | -8% | 2%
COc1ccc(C(=O)Cn2c(NCCCO)nc3ccccc32)cc1OC | ? | ? | .
Cc1cc(C)cc(SCc2noc(C(=O)NCCC(C)C)c2C(=O)NCCC(C)C)c1 | ? | ? | .
CCN(CC)C(=O)C1=C(C)N(CCCOC)C(=O)C(CC(=O)NC2CCCC2)C1 (configuration not stated) | 2% | 4% | .
CCN(CC)C(=O)C(=O)Nc1cc(C(F)(F)F)ccc1Cl | 6% | 1% | 6%
O=C(c1ccc(-c2ccccc2Cl)o1)N1CCCCCCC1 | 23µM* | ? | .
COc1cc(OC)cc(-c2nnc(SCc3cccnc3)o2)c1 | -25% | 26µM* | 3%
CC1(c2ccc(OC(F)F)cc2)NC(=O)N(CC(=O)Nc2cccc(F)c2)C1=O (configuration not stated) | ? | ? | -6%
COc1ccccc1/C=C\C=N\n1c(-c2ccc(Cl)cc2Cl)n[nH]c1=S | -12% | -17% | 11%
COc1ccc(NC(=O)C(=O)NNC(=O)COc2ccc(Cl)cc2)c(OC)c1 | ? | -22% | 4%
Cc1c(NC(=O)CSc2nnc(-c3ccccc3F)o2)c(=O)n(-c2ccccc2)n1C | 1% | -5% | .
Cc1cccc(NC(=S)N2CCCCCC2)c1C | ? | ? | 1%
COc1cccc(NC(=O)CSC2=NN3CCCC(=O)N=C3S2)c1 | ? | -2% | .
CCC(=O)OCC(=O)Nc1ccc([N+](=O)[O-])cc1OC | -15% | 11% | -10%
CN(Cc1ccco1)c1nc(-c2ccoc2)nc2ccccc12 | -25% | ? | .
Cc1ccc(-c2csc(NC(=O)C3CC(=O)N(Cc4ccco4)C3)n2)cc1 (configuration not stated) | ? | ? | 8%
O=C(Nc1ccc2nc(C3CC3)n(Cc3ccc(F)cc3)c(=O)c2c1)c1ccco1 | ? | 20µM* | 10%
O=C(NNS(=O)(=O)c1ccc(Cl)cc1)NC1CCCCC1 | -23% | -5% | -3%
C=CCNC(=O)c1cc(Cl)ccc1[N+](=O)[O-] | -3% | -10% | -3%
CCCN(C(=O)COC(=O)CC1CCCCC1)c1c(N)n(Cc2ccccc2)c(=O)[nH]c1=O | -5% | -16% | 0%
CC(C)(C)[C@H]1COC(=O)[C@@H](Cc2ccc(F)cc2)CC/C=C/C[C@@H](CC(=O)N[C@H](CO)Cc2ccccc2)C(=O)N1 | 18µM* | 8.2µM* | 1%
O=C(Nc1cccc(-c2nc3ccccc3o2)c1)c1cccnc1 | 21µM* | ? | 1%
CCOc1ccc(S(=O)(=O)c2c(C(=O)c3ccc(C)c(C)c3)cnc3ccccc23)cc1 | 15µM* | 16µM* | 3%
CC(C)(C)c1ccc(C(=O)N2CCC3(CC2)CC3C(=O)NCCc2ccccn2)cc1 (configuration not stated) | -29% | -8%[9.04 µM] | .
CCN1C(=O)[C@H]2[C@@H](c3ccc(OC)cc3)N[C@]3(CCCN(Cc4ccc(F)cc4)C3=O)[C@H]2C1=O | ? | -25% | .
CCn1c(C)nc2cc(C(=O)NNC(=O)CCC3CCCCC3)ccc21 | -20% | 7% | 3%
COc1cccc(/C=N/NC(=O)CN2CC(c3ccccc3)CC2=O)c1OC (configuration not stated) | 14% | -3% | 2%
COc1ccc(C2C(C(=O)N3CCC(C)CC3)c3ccccc3C(=O)N2C)cc1 (configuration not stated) | -25% | -23% | 3%
CC1SCC(=O)N(CC(=O)NCCc2ccccc2)C1=O (configuration not stated) | 0% | 2% | 0%
CCOc1cc(N2CCOCC2)c(OCC)cc1NC(=O)Cn1cnc2c(=O)n(C)c(=O)n(C)c21 | 4% | 6% | 2%
COCCCNC(=O)CC[C@H]1O[C@@H](n2cnc3c(NC(=O)c4ccccc4)ncnc32)[C@H](O)[C@@H]1O | 2% | 5% | .
COC(=O)c1ccc2c(c1)NC1=C(C(=O)CC(C)(C)C1)C(c1ccncc1)N2 (configuration not stated) | 6% | 0% | -10%
COc1ccc(Cc2noc(CN3CCCC(C(=O)c4cccs4)C3)n2)cc1OC (configuration not stated) | ? | 4% | 3%
COc1ccc(-c2c(C(C)=O)c(C)n(C)c2C)cc1 | ? | ? | 5%
Nc1ccccc1SCC(O)Cn1ccc2ccccc21 (configuration not stated) | -22% | 7% | .
COc1ccccc1NC(=O)Cn1c(=O)n(Cc2nc(C)no2)c(=O)c2cc3c(cc21)OCO3 | -23% | 3% | 6%
CC(C)CC1C(=O)N(Cc2cn(CCC3OCCO3)nn2)CCS(=O)(=O)N1Cc1ccc(-c2ccncc2)cc1 (configuration not stated) | 23µM* | ? | .
O=C(NCCCn1ccnc1)c1cccc(S(=O)(=O)Nc2ccccc2F)c1 | -10% | -24% | 6%
Cc1ccc(OCC(=O)c2cc(C)c(C)cc2C)c([N+](=O)[O-])n1 | 8.2µM* | 3.7µM* | -5%
CCN(CC)C(=O)Nc1ccc2c(c1)N(Cc1ccccc1)C(=O)c1ccccc1S2 | ? | ? | 0%
Cc1ccc(C(=O)c2nccn2C)cc1C | -17% | 4% | 2%
Cc1cc(=O)oc2cc(OCC(=O)N/N=C/c3ccccc3O)ccc12 | -32% | -5% | 8%[0.0935 µM]
CC(=O)Nc1n[nH]c(-c2ccc(C)cc2)c1C | 5% | -15% | 5%
Cc1ccccc1NC(=O)CCn1c(=O)oc2ccccc21 | 4% | 0% | 0%
Cc1ccc(-c2csc(NC(=O)CN3CC(C)OC(C)C3)n2)cc1 (configuration not stated) | ? | ? | 3%
CC(=O)c1ccc(NC(=O)C(C)NCc2ccc(Cl)cc2)cc1 (configuration not stated) | -3% | -19% | 3%
Cc1ccc(N=C2SC(C(=O)Nc3ccc(OC(F)(F)F)cc3)C(N)=C2C(=O)Nc2c(C)cc(C)cc2C)cc1 (configuration not stated) | ? | ? | -3%
Cc1c(NC(=O)CC(=O)Nc2c(C)n(C)n(-c3ccccc3)c2=O)c(=O)n(-c2ccccc2)n1C | -11% | -12% | 4%
COc1ccc(-c2coc3cc(OC(C)=O)ccc3c2=S)cc1 | ? | 26µM* | .
O=C(CNC(=O)c1ccccc1Cl)OCc1cc(=O)n2ccsc2n1 | 1% | 19% | 2%

4 entries from above, with tabs.
SMILES	DT40 TDP1 no CPT	DT40 TDP1 CPT	TDP1 inh
CCN1C(=O)[C@H]2[C@@H](c3ccc(OC)cc3)N[C@]3(CCCN(Cc4ccc(F)cc4)C3=O)[C@H]2C1=O	?	-25%	.
Cc1ccc(N=C2SC(C(=O)Nc3ccc(OC(F)(F)F)cc3)C(N)=C2C(=O)Nc2c(C)cc(C)cc2C)cc1 (configuration not stated)	?	?	-3%
Cc1cc(C)nc(NCC(O)COc2ccccc2C)n1 (configuration not stated)	-25%	?	0%
O=C(NCCCn1ccnc1)c1cccc(S(=O)(=O)Nc2ccccc2F)c1	-10%	-24%	6%

(continued)
SMILES | DT40 TDP1 no CPT | DT40 TDP1 CPT | TDP1 inh
COC(=O)C/C(O)=C(/N=Nc1cccc(C(F)(F)F)c1)C(=O)OC | -3% | -7% | 0%
CCn1c(C(O)c2cccc(OC)c2OC)nc2ccccc21 (configuration not stated) | 10% | 13% | -1%
O=S1(=O)[C@H]2C[C@@H]3C=C[C@@]2(CN1Cc1cccc(F)c1)O3 | -1%&2% | ? | .
Cc1ccc(CNC(=O)c2ccc3c(c2)CCN3S(=O)(=O)c2ccc(Br)cc2)cc1 | -24% | -18% | -2%
Cc1cc(O)cc(O)c1C=NCc1ccco1 | -13% | 2% | 6%
COc1ccc(OCc2nc3c4cc(OC)c(OC)cc4nc(=S)n3[nH]2)cc1 | 6.5µM* | 6.5µM* | 2%
Cc1cccc(N2CCN(c3cc(C)nc4nnnn34)CC2C)c1 (configuration not stated) | -4% | 2% | -1%
Cc1cccc(NS(=O)(=O)c2ccc3c(c2)CCN3C(=O)C2CC2)c1C | 23µM* | 21µM* | -7%
O=C(CCc1ccc(S(=O)(=O)NC2CCCCC2)cc1)NCc1ccccc1 | -22% | -19% | -6%
COc1ccc(C(=O)Nc2nnc(SCc3cc(=O)n4cc(Cl)ccc4n3)s2)cc1 | -7% | -10% | -3%
CCOC(=O)c1c(C)n(C)c2cc(Br)c(O)c(O)c12 | ? | -28% | 4%
Clc1cccc(Cl)c1CSc1nnc(-c2sccc2-n2cccc2)o1 | ? | ? | 3%
Cc1nn(-c2ccccc2)c(C)c1C(=O)NCc1ccc(S(N)(=O)=O)cc1 | -1% | 4% | .
COc1ccc(OC)c2sc(NC(=O)c3ccc(S(=O)(=O)N4CCOCC4)cc3)nc12 | -6% | -26% | 0%
Cc1cc(OC(C)C(=O)N2CCN(CCc3ccccn3)CC2)ccc1Cl (configuration not stated) | -25% | -29% | -2%
Cc1ccc2oc(=O)n(CCCOc3ccc(Cl)cc3)c2c1 | ? | ? | .
O=S(=O)(c1cc(F)ccc1F)N1CCN(c2ncnc3ccccc23)CC1 | 2.1µM* | 2.3µM* | -1%
